# M1 antag – antagonists of human M1 muscarinic receptor. 360,000 compounds, 1.3% hits. CHO-K1 hM1, Fluo-8 calcium fluorescence, ACh EC80 antagonist. inhibition, % at 3 µM. P11229. AID 588852;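 active means percent inhibition above its own plate's cutoff, namely the mean of that plate's compound wells plus 3 SD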;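 further: peak over basal fluorescence ratio during 140 s after agonist addition; 0% = ACh EC80 plus DMSO and 100% = DMSO alone without agonist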
# CHRM5 agonist – agonists of human muscarinic M5 receptor (CHRM5); P08912; CHO-K1 hM5 cells, Fluo-8 calcium fluorescence; 0% DMSO wells, 100% maximal acetylcholine response; 360,000 compounds, 0.19% hits; activation, % at 3 µM;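 active means activation above the run's mean over test compounds plus 3 SD, cut at about 23% in these data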;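 further: signal is peak over basal fluorescence ratio across the kinetic read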
# TAAR1 ag – agonists of human TAAR1; 360,000 compounds, 0.99% hits; activation, % at 3 µM; CHO RD-HGA16 TAAR1, Fluo-8 calcium fluorescence; vehicle wells 0%, saturating PEA agonist 100%; Q96RJ0;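 active means activation above the mean activation of all test compounds in the run plus 3 SD, cut at about 38% in these data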
# Target sequence (Q96RJ0 whole entry, looked up): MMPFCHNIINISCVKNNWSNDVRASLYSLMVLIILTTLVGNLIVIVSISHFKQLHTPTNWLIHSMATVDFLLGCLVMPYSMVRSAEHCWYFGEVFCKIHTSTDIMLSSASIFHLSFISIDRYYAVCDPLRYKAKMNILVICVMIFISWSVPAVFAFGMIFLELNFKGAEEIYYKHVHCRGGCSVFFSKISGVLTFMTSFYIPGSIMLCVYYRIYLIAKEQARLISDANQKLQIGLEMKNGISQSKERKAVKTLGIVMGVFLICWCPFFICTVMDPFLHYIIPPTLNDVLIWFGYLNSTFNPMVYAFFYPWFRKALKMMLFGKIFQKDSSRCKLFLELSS
#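 System: CHO RD-HGA16 cells carrying human TAAR1 plus Gα16; Incubation: 17-24 h seeding, 75 min 37 °C dye, 30 min RT; Measured by: Fluo-8 fluorescence, 5 s baseline then 140 s kinetic read; Control set: DMSO and PEA EC100; Replication: single well for each compound.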
# M1 ag – activates human CHRM1 receptor; CHO-K1 hM1, Fluo-8 calcium fluorescence, agonist mode; 0% DMSO, 100% acetylcholine EC100; activation, % at 3 µM; 360,000 compounds, 0.33% hits;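 active means activation above the run's mean compound activation plus 3 SD, cut at about 16% in these data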;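 further: peak over basal fluorescence ratio within a 140 s kinetic read after compound addition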
# CHRM1 PAM – potentiates human M1 receptor response to acetylcholine. activation, % at 3 µM. 360,000 compounds, 0.088% hits. CHO-K1 hM1, Fluo-8 calcium fluorescence, ACh EC20; 0% = ACh EC20, 100% = maximal ACh. AID 588819; in the data active means activation above about 19%, passing the limit was not always enough
# CHRM5 PAM – potentiates acetylcholine response at human M5 receptor; 360,000 compounds, 0.3% hits; P08912; CHO-K1 hM5, Fluo-8 calcium, ACh EC20 PAM; 0% = ACh EC20, 100% = ACh EC100; activation, % at 3 µM;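 active means activation above the run cutoff, the mean activation of all test compounds plus 3 SD, cut at about 18% in these data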
#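 Measured by: Fluo-8 calcium fluorescence; material: human M5 receptor in CHO-K1 cells; schedule: Post-acetylcholine fluorescence recording 140 s; benchmarks: low control EC20 acetylcholine (0%), high control EC100 acetylcholine (100%); read-out: Max/basal fluorescence ratio as % of EC20–EC100 ACh window; compound: single dose, 3 µM nominal final test concentration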
# M4 ag – agonists of human muscarinic M4 receptor (CHRM4); P08173; CHO-K1 hM4/Gqi5, Fluo-8 calcium fluorescence; vehicle 0%, full acetylcholine response 100%; activation, % at 3 µM; 360,000 compounds, 0.14% hits;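 active means activation above the run mean over all test wells plus 3 SD, cut at about 32% in these data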;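 further: peak over basal fluorescence ratio per well then scaled between controls; 0% = DMSO wells and 100% = acetylcholine at EC100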
# Target sequence (P08173 whole entry, looked up): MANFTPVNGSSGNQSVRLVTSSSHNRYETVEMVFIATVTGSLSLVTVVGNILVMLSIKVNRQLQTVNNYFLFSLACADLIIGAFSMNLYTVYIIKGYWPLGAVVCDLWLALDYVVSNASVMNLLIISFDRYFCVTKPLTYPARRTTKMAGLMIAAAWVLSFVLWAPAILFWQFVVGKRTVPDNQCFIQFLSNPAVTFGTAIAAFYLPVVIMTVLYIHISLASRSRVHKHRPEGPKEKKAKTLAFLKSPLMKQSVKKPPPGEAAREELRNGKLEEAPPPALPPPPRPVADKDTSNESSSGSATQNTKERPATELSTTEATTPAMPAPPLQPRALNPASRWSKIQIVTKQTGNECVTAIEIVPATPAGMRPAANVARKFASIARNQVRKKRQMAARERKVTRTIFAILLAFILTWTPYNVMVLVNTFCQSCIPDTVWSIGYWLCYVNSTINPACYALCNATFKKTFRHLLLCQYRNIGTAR
# CHRM4 antagonist – CHRM4 antagonism in calcium assay | P08173 | CHO-hM4 cells, ACh EC80, Fluo-8 calcium fluorescence | inhibition, % at 3 µM | 360,000 compounds, 0.73% hits;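 active means inhibition above its plate's cutoff, the mean inhibition of sample wells plus 3 SD, cut at about 27% in these data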;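 further: 0% = acetylcholine EC80 with DMSO and 100% = DMSO without agonist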
# CHRM5 antagonist – antagonists of human muscarinic M5 receptor (CHRM5); P08912; CHO-hM5 cells, Fluo-8 calcium fluorescence, ACh EC80; inhibition, % at 3 µM; 360,000 compounds, 0.59% hits; AID 624040;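 active means inhibition above a per-plate cutoff, the mean of that plate's test compounds plus 3 SD, cut at about 27% in these data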;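 further: 0% = acetylcholine EC80 with DMSO and 100% = DMSO without agonist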
# Active calls of the source: *; . = not tested or not shown. These rows are one share of the data; rates above refer to the full screens.
SMILES,M1 antag,CHRM5 agonist,TAAR1 ag,M1 ag,CHRM1 PAM,CHRM5 PAM,M4 ag,CHRM4 antagonist,CHRM5 antagonist
O=C1c2ccccc2NC(c2ccc(-c3cccs3)o2)N1O (stereo unspecified),-3,-1,1,-2,5,-11,3,-5,9
CCS(CC)=NS(=O)(=O)c1ccc(NC(C)=O)cc1,-10,-1,5,-3,3,1,1,5,-6
O=C(O)CCc1nnc(SCC(=O)Nc2cccc(C(F)(F)F)c2)[nH]c1=O,-8,-1,1,-7,13,0,1,-3,9
O=C(O)/C=C/c1cn(-c2ccccc2)nc1-c1cccc([N+](=O)[O-])c1,0,-1,0,-6,1,1,0,-3,-1
COc1ccc(CCC(C)NC2CCCCCCC2)cc1 (stereo unspecified),7,-13,6,-11,-12,0,3,15,-10
Cc1cccc(OCCC(=O)NCC(=O)Nc2c(C)cccc2C)c1,-3,-2,1,-8,9,3,0,4,1
Cc1cccc(NS(=O)(=O)c2ccc(C)c(C(=O)NCCCN3CCOCC3)c2)c1,-11,2,1,-4,12,4,1,-10,4
O=C(CCc1ccccc1)N=C1SC2CS(=O)(=O)CC2N1c1ccccc1F (stereo unspecified),-7,-2,7,-4,5,-3,1,4,1
Cc1ccc(/C=N/NC(=O)c2c(-c3ccccc3)noc2C)c(O)c1,-12,-5,0,-3,13,-5,1,-2,-3
CC(=O)c1c(C)[nH]c(C(=O)CN2C(=O)NC3(CCCCC3C)C2=O)c1C (stereo unspecified),-1,6,3,4,5,4,3,-11,-2
COc1ccc(OC)c(NC(=O)Nc2ccc(Cl)cc2)c1,5,1,.,-4,-3,-12,9,10,20
COc1ccc([N+](=O)[O-])cc1NC(=O)COC(=O)c1ccccn1,-3,3,0,-1,4,1,0,-4,6
C/C(=N/NS(=O)(=O)c1ccc(C)cc1)c1ccc2c(c1)OCO2,-6,-4,3,-2,2,-7,-1,-8,5
CC1(CC(=O)N/N=C/c2cc(Br)c(O)cc2O)OCCO1,-13,2,11,3,11,-2,1,-9,-3
Cc1cc(C(=O)N/N=C/c2c(C)[nH]c3ccccc23)n[nH]1,4,0,11,-4,-1,0,0,2,5
COc1ccccc1C(=O)N1CCN(C2CCN(Cc3ccccc3)CC2)CC1,-16,-7,8,-2,4,7,1,-3,-5
OC[C@@H]1CN(Cc2ccc(F)cc2)C[C@H](n2cnc3c(NCc4ccc(F)cc4)ncnc32)O1,-4,3,13,4,5,-7,11,-14,4
COc1ccc(S(=O)(=O)N2CCN(c3nn(C)c(=O)n(C)c3=O)CC2)cc1,-11,-2,0,0,8,2,3,8,4
O=C(Nc1ccccc1F)C1CCN(S(=O)(=O)c2cccnc2)CC1,-2,-4,5,1,16,1,2,-2,4
NC(=O)c1cc2n(n1)C(C(F)(F)F)CC(c1ccco1)N2 (stereo unspecified),0,-4,2,-2,3,-1,1,5,-5
COC(=O)Cn1cnc2c(cnn2-c2ccc(C)cc2)c1=O,-7,-6,.,-3,5,-3,2,-4,3
COC(=O)c1ccc(C(=O)NC(=S)Nc2nc3c(s2)CCCC3)cc1,-12,-2,0,-6,11,0,2,-2,5
CCCCN1C(=O)C2C(C(=O)Nc3cccc(OC)c3)C3C=CC2(O3)C1C(=O)NC1CCCCC1C (stereo unspecified),-2,-5,-1,-2,-4,3,1,3,11
O=C1c2oc3ccc(F)cc3c(=O)c2C(c2ccc(F)cc2)N1CCCN1CCOCC1 (stereo unspecified),3,-1,0,-8,-3,-5,0,-5,0
C/C(=C\c1ccc(Br)cc1)C(=O)c1c(C)cc(C)[nH]c1=O,-10,-2,-1,-3,6,7,0,1,1
CCOc1ccc(NC(c2ccccc2)P(=O)(OC)OC)cc1 (stereo unspecified),11,-1,8,-3,-6,5,0,4,-1
O=C(O)c1ccc(C(=O)O)c(C(=O)c2ccccc2)c1,-6,3,7,0,8,6,1,3,-4
COc1ccc(Nc2nc(N)nc(CSc3nnc(N)s3)n2)cc1,-6,0,4,-1,9,1,-1,16,0
COc1ccc(CCN(C)C(=O)c2ccc(OCC(=O)N3CCOCC3)c(OC)c2)cc1OC,-10,-2,1,-3,5,7,1,-5,-14
Cc1ccc(/C(O)=C2/C(=O)C(=O)N(Cc3ccco3)C2c2cccs2)cc1 (stereo unspecified),-2,1,.,-2,4,1,0,11,-1
CCOC(=O)C(OC(=O)c1sc(=S)n(C)c1C)C(C)=O (stereo unspecified),-4,0,23,-1,4,1,0,4,0
O=C(O)CN1C(=O)C2C3C=CC(C3)C2C1=O (stereo unspecified),-10,1,0,-1,7,-1,0,-4,0
COCCNS(=O)(=O)c1cc(OC)c(C)cc1C,3,-2,8,-4,1,3,0,4,7
CC1CCC(NC(=O)c2ccc(NC(=O)CC3SC(N4CCCC4)=NC3=O)cc2)CC1 (stereo unspecified),-5,-1,-1,-8,10,1,0,5,9
CC1CCc2c(nc3ncnn3c2N2CC(C)OC(C)C2)C1 (stereo unspecified),4,-6,10,-1,-3,-7,0,0,2
COc1ccc(CCn2cc(C#N)c(=O)[nH]c2=O)cc1OC,4,-2,6,-4,3,-14,2,-5,18
CC(=O)N1CCC(N(CCCOC(C)C)S(=O)(=O)c2ccc([N+](=O)[O-])cc2)CC1,-18,-3,-1,-2,16,1,1,-11,6
Cc1sc2ncnc(N3CCC(C(=O)Nc4ccc(Br)cc4Br)CC3)c2c1C,-1,2,0,-6,4,0,0,-5,-2
O=C(O)C1CC(=O)N(c2ccc3c(c2)OCCO3)C1 (stereo unspecified),-1,0,4,-3,-2,-3,0,9,-2
CC(=O)Oc1ccc(-c2csc(Nc3ccc(S(N)(=O)=O)cc3)n2)cc1,6,4,2,-5,2,-10,4,17,18
CCOCCn1c(=NC(=O)/C=C/c2ccccc2Cl)sc2cc(NC(C)=O)ccc21,7,0,1,-1,0,3,1,-2,-2
COc1ccc([C@@H]2CC=C(C(=O)O)CN2S(=O)(=O)c2ccc(Cl)cc2)cc1,-3,0,0,-5,2,12,0,-9,1
COc1ccccc1CC(=O)OC(C)C(=O)Nc1ccc(S(=O)(=O)N2CCCCC2)cc1 (stereo unspecified),8,0,4,-3,1,0,7,-2,3
COC(=O)c1cccc(NC(=O)CCCOc2ccccc2)c1,1,2,1,-1,5,-4,3,-5,-1
CCc1ccc(C(CNc2nc(C(F)(F)F)nc3ccccc23)N(C)C)cc1 (stereo unspecified),5,-4,9,-3,-13,-4,8,-7,4

# Retrieved by structure from the entries so far, 5 records:
SMILES,M1 antag,CHRM5 agonist,TAAR1 ag,M1 ag,CHRM1 PAM,CHRM5 PAM,M4 ag,CHRM4 antagonist,CHRM5 antagonist
COc1ccc(CCn2cc(C#N)c(=O)[nH]c2=O)cc1OC,4,-2,6,-4,3,-14,2,-5,18
CCS(CC)=NS(=O)(=O)c1ccc(NC(C)=O)cc1,-10,-1,5,-3,3,1,1,5,-6
OC[C@@H]1CN(Cc2ccc(F)cc2)C[C@H](n2cnc3c(NCc4ccc(F)cc4)ncnc32)O1,-4,3,13,4,5,-7,11,-14,4
COc1ccc(Nc2nc(N)nc(CSc3nnc(N)s3)n2)cc1,-6,0,4,-1,9,1,-1,16,0
COc1ccc(CCC(C)NC2CCCCCCC2)cc1 (stereo unspecified),7,-13,6,-11,-12,0,3,15,-10

# Three structures out of the list, ordered by count of non-hydrogen atoms, high to low:
SMILES,M1 antag,CHRM5 agonist,TAAR1 ag,M1 ag,CHRM1 PAM,CHRM5 PAM,M4 ag,CHRM4 antagonist,CHRM5 antagonist
COc1ccccc1CC(=O)OC(C)C(=O)Nc1ccc(S(=O)(=O)N2CCCCC2)cc1 (stereo unspecified),8,0,4,-3,1,0,7,-2,3
CC1CCC(NC(=O)c2ccc(NC(=O)CC3SC(N4CCCC4)=NC3=O)cc2)CC1 (stereo unspecified),-5,-1,-1,-8,10,1,0,5,9
Cc1sc2ncnc(N3CCC(C(=O)Nc4ccc(Br)cc4Br)CC3)c2c1C,-1,2,0,-6,4,0,0,-5,-2

# 2 entries from above, reformatted.
# Each structure is followed by: M1 antag | CHRM5 agonist | TAAR1 ag | M1 ag | CHRM1 PAM | CHRM5 PAM | M4 ag | CHRM4 antagonist | CHRM5 antagonist
Cc1sc2ncnc(N3CCC(C(=O)Nc4ccc(Br)cc4Br)CC3)c2c1C
    -1 | 2 | 0 | -6 | 4 | 0 | 0 | -5 | -2
O=C(O)C1CC(=O)N(c2ccc3c(c2)OCCO3)C1 (stereo unspecified)
    -1 | 0 | 4 | -3 | -2 | -3 | 0 | 9 | -2

# (next part)
SMILES,M1 antag,CHRM5 agonist,TAAR1 ag,M1 ag,CHRM1 PAM,CHRM5 PAM,M4 ag,CHRM4 antagonist,CHRM5 antagonist
O=C(CCCn1c(=O)oc2ccccc21)N1CCN(c2ccc(F)cc2)CC1,-31,1,1,-3,5,3,3,-10,0
Cc1ccc(S(=O)(=O)N2CCN(c3ccc(N4CCOCC4)nn3)CC2)cc1[N+](=O)[O-],3,-7,-1,-7,-7,-9,0,-3,0
O=[N+]([O-])c1ccc(N2CCN(CCO)CC2)c2ncccc12,5,-4,0,-7,-1,1,1,9,-4
C[C@H]1CN([C@@H](C)CO)C(=O)c2cc(NS(=O)(=O)c3ccc(F)cc3)ccc2O[C@H]1CN(C)S(=O)(=O)c1cn(C)cn1,4,0,7,-5,2,-2,-1,11,12
Cc1c(Cl)cccc1NC(=O)CCN1CCCCC1,4,-3,1,-5,-1,3,2,2,3
COCCNC(=O)CN(c1cccc(OC)c1)S(=O)(=O)c1ccc(C)cc1,-14,-7,1,-1,12,16,0,3,-9
CCN(C1CCCCC1)S(=O)(=O)CCNC(=O)c1ccccc1,-1,2,3,-1,1,-6,1,6,11
CCc1cccc(NC(=O)COC(=O)c2c(C)nn(-c3ccccc3)c2C)c1,-4,-1,0,-2,0,-3,6,-3,-2
COc1cc(-c2nnc(COC(=O)c3cc(C)no3)o2)cc(OC)c1OC,-8,-3,2,-4,4,-5,1,0,4
CCN(CC)c1ccc(C(=O)NNC(=O)Cn2c(=O)cnc3ccccc32)cc1,-29,-1,0,2,16,6,1,-27,-18
Cc1nn(-c2ccccc2)c(N)c1C1(O)C(=O)Nc2ccccc21 (stereo unspecified),-10,0,0,0,5,1,1,-4,5
